Source: PubChem BioAssay (National Center for Advancing Translational Sciences (NCATS))
CBFb RUNX1 block – qHTS Assay for Compounds Blocking the Interaction Between CBF-beta and RUNX1 for the Treatment of Acute Myeloid Leukemia; AlphaScreen CBFb-His/RUNX1-biotin binding, biochemical; Potency, µM (top dose mostly 59.8 µM), for the others: at the highest dose activity, negative = inhibition, hits mostly inhibitors; 230,000 tested, under 10 active; also: % of control where 0% means no effect
Target sequence (Q01196 whole entry, looked up): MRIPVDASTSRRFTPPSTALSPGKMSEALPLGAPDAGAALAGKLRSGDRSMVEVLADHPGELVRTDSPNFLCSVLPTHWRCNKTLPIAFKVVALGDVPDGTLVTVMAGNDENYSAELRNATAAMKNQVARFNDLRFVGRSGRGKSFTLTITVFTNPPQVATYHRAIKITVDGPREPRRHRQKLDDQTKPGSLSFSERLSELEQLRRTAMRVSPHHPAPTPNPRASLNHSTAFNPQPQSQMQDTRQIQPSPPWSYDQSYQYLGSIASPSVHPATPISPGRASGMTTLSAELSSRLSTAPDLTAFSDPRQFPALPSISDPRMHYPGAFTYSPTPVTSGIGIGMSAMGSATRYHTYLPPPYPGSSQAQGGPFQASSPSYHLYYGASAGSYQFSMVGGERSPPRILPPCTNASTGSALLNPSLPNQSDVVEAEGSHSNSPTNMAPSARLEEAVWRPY
Target sequence (Q13951 whole entry, looked up): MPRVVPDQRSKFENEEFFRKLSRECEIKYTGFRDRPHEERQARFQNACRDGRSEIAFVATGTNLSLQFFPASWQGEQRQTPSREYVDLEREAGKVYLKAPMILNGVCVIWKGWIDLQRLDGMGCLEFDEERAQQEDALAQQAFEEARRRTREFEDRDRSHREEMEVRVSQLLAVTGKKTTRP
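Inhibition was taken as any reduction in AlphaScreen signal from the CBF-beta–RUNX1 pair (His and biotin tags, 30 nM each), measured after compound (15 min) and bead (90 min) incubations at room temperature.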
HTT cytoprotect – qHTS Multiplex Assay to Identify Dual Action Probes in a Cell Model of Huntington: Cytoprotection (ATP); PC12 HTT-Q103 induced, cytoprotection, ATP luminescence, 40 h; Potency, µM (highest dose often 56.4 µM), for inactives: cytoprotection (ATP increase), hits mostly activators; 230,000 tested, 0.14% active; AID 1471, 2008;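 also: potency is read from the fitted curve at half-maximal effect; % of control where 0% means no effect; nearly all actives have a fitted effect of over 45% in size; toxic huntingtin expression switched on by the ecdysone agonist tebufenozide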
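PC12 cells stably carrying ecdysone-inducible Htt exon 1 (Q103)–GFP were induced with 100 nM tebufenozide (final) alongside library compounds in a dose series. Cytoprotection was scored as retained ATP by ATPlite luminescence.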
LMNA splice mod – qHTS Assay for Modulators of Lamin A Splicing | HeLa LMNA splicing GFP/RFP minigene ratio, 48 h | Potency, µM (doses to about 46.1 µM), for inactives: top-dose ratio change, negative = inhibition, most hits filed as inhibitors | 200,000 tested, 0.01% active; active = well fitted inhibition curve with a large enough effect in the signal ratio, with a control signal flat, not every such curve was filed as active; inconclusive = small, poorly fitted or top-dose-only effect, or effect the other way, or a change in a side signal; the % refers to the signal ratio; also: potency is read from the fitted curve at half-maximal effect; % is scaled to controls: 0 for no effect and ±100 for the full control effect
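Read-out is the ratio of GFP to DsRed2 object intensity, acquired by 488 nm laser-scanning cytometry on HeLa lamin A-EGFP minigene reporter cells. Compound incubation 48 hrs at 37 °C in Opti-MEM with 2% FBS; DMSO 0.5% final.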
HttQ103 aggreg – qHTS Multiplex Assay to Identify Dual Action Probes in a Cell Model of Huntington: Aggregate Formation (GFP) | 220,000 tested, 1.1% active | PC12 HttQ103-GFP aggregates, Acumen cytometry, 40 h | AID 1688, 2009 | Potency, µM (doses to about 46.1 µM), inactives show at the top dose activity change, negative = inhibition, hits mostly inhibitors; also: potency is read from the fitted curve at half-maximal effect; % is scaled to controls: 0 for no effect and ±100 for the full control effect; nearly all actives have a fitted effect of over 60% in size
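Compounds (qHTS titration) were added to PC12 cells expressing an ecdysone-driven HTT exon 1 Q103–GFP fusion after induction with 100 nM tebufenozide. Aggregate formation was measured as GFP objects in cell lysates.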
IMPase Li inh – qHTS Assay for Identifying the Cell-Membrane Permeable IMPase Inhibitors: Potentiation with Lithium. CHO-M1 cells, IP1 TR-FRET (IP-One), carbachol + lithium. Potency, µM (titrated, usually from 59.4 µM), for the others: at the top dose activity, negative = IMPase inhibition, hits mostly inhibitors. 210,000 tested, 0.35% active. AID 1457, 2008;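 also: IP1 builds up when IMPase is blocked and the TR-FRET signal falls; potency is read from the fitted curve at half-maximal effect; plate controls were basal vehicle for no effect and high inhibitor control for full effect; nearly all actives have a fitted effect of over 50% in size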
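Concentration–response in CHO-M1 cells, lithium-potentiated; 30 min at 37C. IP1 detected by competitive TR-FRET after 10 min lysis at RT. Hill-fitted AC50.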
Luc counter – Counterscreen for Luciferase (Kinase-Glo TM) Inhibition. Luciferin 4-monooxygenase (Photuris pensylvanica), Q27757. Kinase-Glo luciferase, ATP luminescence, 8 min. Potency, µM (series often up to 38.3 µM), without a hit: top-dose activity change, negative = inhibition, actives largely listed as inhibitors. 200,000 tested, 0.28% active. AID 1379, 2008; also: potency is read from the fitted curve at half-maximal effect; % is scaled to controls: 0 for no effect and ±100 for the full control effect; nearly all actives have a fitted effect of over 60% in size
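Compound is pinned into ATP-containing buffer (10 uM ATP, imidazole pH 7.2, 7 mM MgCl2). Kinase-Glo luciferase reagent is then added. Light output is recorded following an 8-min room-temperature incubation.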
SMN2 splice up – qHTS Assay for Enhancers of SMN2 Splice Variant Expression | HEK293 SMN2-luciferase splicing reporter, luminescence, 30-36 h | 210,000 tested, 2.8% active | Potency, µM (top dose mostly 46.1 µM), for the others: top-dose activity change, positive = activation, actives largely listed as activators; also: potency is read from the fitted curve at half-maximal effect; % of control where 0% means no effect; nearly all actives have a fitted effect of over 55% in size
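qHTS luciferase splicing reporter: luminescence rises when SMN2 exon 7 is included in transfected HEK293 cells. Compound exposure lasted 30-36 h at 37C, with 4.5 mM final sodium butyrate as control, followed by a ONE-Glo read.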
Active calls of the source: *; ? = inconclusive; · = no result given; [ ] = remark or other dose. Unless noted, calls follow the shape of the dose curve; as a rule, active = well fitted curve in the direction sought with a large enough effect; inconclusive = small, poorly fitted or top-dose-only effect, or another doubt; inactive = no such curve, though single readings can be large; an effect the other way counts as inactive or inconclusive.

SMILES	CBFb RUNX1 block	HTT cytoprotect	LMNA splice mod	HttQ103 aggreg	IMPase Li inh	Luc counter	SMN2 splice up
O=C(CS(=O)(=O)c1cn(CC(=O)N2CCOCC2)c2ccccc12)Nc1ccccc1	6%	-15%	14%[9.22 µM]	-6%	-1%	0%	-11%
O=c1cc(N2CCN(c3ccccc3)CC2)[nH]c(=O)n1Cc1ccc(F)cc1	-12%	-30%	-3%	14%	11%[38.3 µM]	-3%	-20%
CCN1CCN(C(=O)Cn2nc(-c3ccc(Cl)cc3)ccc2=O)CC1	2%	-48%[inhibitor]	·	-8%	-1%	-4%	-20%
Cc1ccc2c(CC(=O)Nc3ccc(N4CCN(C)CC4)cc3C)coc2c1	-8%	-33%	?	-3%	11%[38.3 µM]	-1%	-3%
CC(C)(C)c1ccc(C(=O)O)c(C(=O)c2ccc(C(=O)O)cc2)c1	-15%	-13%[10 µM]	·	9%[9.22 µM]	·	·	·
CN(C)c1ccc(C(=O)c2ccccc2C(=O)O)cc1[N+](=O)[O-]	-16%	?	·	19%	11%	1%	0%
COc1ccc(NC(=O)c2oc3ccccc3c2C)c(OC)c1	9%	-19%	?	-16%	28%[38.3 µM]	2%	?
CCc1ccc(-c2nc(CN3CCC(C(=O)N4CCN(c5ccccn5)CC4)CC3)c(C)o2)cc1	-8%	2%	?	-6%	·	·	·
CCOc1ccc(CCN2C(=O)CCC2(C)C(=O)NC(C)CC)cc1OCC (stereo not given)	2%	-11%	14%	5%	3%[38.3 µM]	-1%	-8%
Cc1ccc(-c2c[nH]c(=S)n2-c2ccccc2F)cc1	-2%	-2%	·	13%	6%	0%	-6%
CCC12CN3CCN(CC(C3)/C1=N\NC(=O)c1ccc(F)cc1)C2	1%	2%	·	-2%	-8%	-8%	-28%
O=C(O)c1c(-c2c3ccc(=O)cc-3oc3cc(O)ccc23)cc2ccccc2c1-c1ccccc1	·	-12%[10 µM]	·	·	-5%	-4%[7.66 µM]	2%[9.22 µM]
COc1cccc(-c2coc3ccc(Br)cc3c2=O)c1	1%	-44%[inhibitor]	·	·	15%	1%	?
CC1Cc2ccccc2N1C(=O)CSc1nnc(CSc2ncccn2)n1C (stereo not given)	-2%	-3%[10 µM]	5%	9%	0%[38.3 µM]	-4%	-5%
Oc1c(CN2CCCCC2)cc(COCc2ccccc2)c2cccnc12	-8%	-69%[inhibitor][10 µM]	?	?	31%[activator][38.3 µM]	-3%	-62%[inhibitor]
Cc1cc(C)n(C(=O)CNC(=O)C2COc3ccccc3O2)n1 (stereo not given)	0%	9%[10 µM]	6%	7%	7%	0%	?
O=C(OCn1nnc2ccccc2c1=O)C1CCN(S(=O)(=O)c2cccs2)CC1	3%	-3%[10 µM]	-8%	-3%	0%	0%	-3%
CCN(CC(=O)NCc1ccc(F)cc1)Cc1nc2cc(Cl)ccc2c(=O)[nH]1	?	29%	-2%	17%	28%[38.3 µM]	-2%	-19%
Cc1cccc(C)c1NC(=O)CN(c1ccccn1)S(=O)(=O)c1ccccc1	-3%	-45%[inhibitor]	-5%[46 µM]	16%	-2%	4%	-4%
COC(=O)c1cc(C(=O)OCC(=O)NC2CCS(=O)(=O)C2)cc([N+](=O)[O-])c1 (stereo not given)	-6%	1%[10 µM]	·	11%	3%	3%	-10%
COc1ccccc1C(=O)Nc1ccc2c3c(cccc13)CC2	21%	1%[10 µM]	8%	-1%	15%	-6%	·
COc1ccc(CN2C(=O)N(c3ccccc3)C(=O)C2CC(=O)Nc2ccccc2)cc1OC (stereo not given)	4%	-13%	·	-5%	-6%	-2%	-2%
Cc1cc(NC(=O)c2cccs2)n(-c2ccccc2)n1	0%	-7%[10 µM]	1%	7%	22%[38.3 µM]	1%	-9%
S=C(NCCc1ccccc1)NCC(c1ccco1)N1CCCCC1 (stereo not given)	-4%	-5%[10 µM]	·	?	13%	-1%	-4%
CCOP(=O)(OCC)c1nc(-c2ccc(Cl)cc2Cl)oc1N1CCCCC1	-4%	-3%[10 µM]	13%[46 µM]	-9%	-1%	0%	-4%
CC1=C(C(=O)N2CCCCC2)C(c2cccs2)NC(=O)N1 (stereo not given)	-3%	-3%	?	-5%	-17%[38.3 µM]	-4%	-7%
Cc1cccc(OCc2nnc(SCC(=O)Nc3cccc(C(=O)N4CCOCC4)c3)o2)c1C	6%	·	7%	25%	-4%	-1%	-3%
Cc1ccc(-c2[nH]c3cc(C(=O)NCCCn4ccnc4)ccc3c(=O)c2O)cc1	?	5%[10 µM]	·	-10%[9.22 µM]	·	·	·
COCCn1nnnc1CN1C2CCCC1CC(NC(C)=O)C2 (stereo not given)	10%	-7%	-4%	-4%	-3%[38.3 µM]	-3%	13%
Cc1cc(C(F)(F)F)n(-c2nc(C(=O)Nc3ccccc3Oc3ccccc3)cs2)n1	4%	2%	?	8%	-7%[38.3 µM]	1%	?
CCN(CC)c1ccc2c(c1)C(=O)N(C)C2=O	27%	-11%[1.9 µM]	10%	13%	8%[38.3 µM]	-3%	25%
C=CCN1C(=O)/C(=C2/C(=O)N(CC(=O)O)c3ccccc32)S/C1=N/c1nccs1	?	-21%	3%	?	1%[38.3 µM]	-4%	5%
CC(C)(C)C(=O)Nc1cccc(-c2cc(-c3c(Cl)cccc3Cl)no2)c1	-2%	2%[10 µM]	·	3%[9.22 µM]	·	·	·
Cc1cc(NNC(=O)c2cccc(C(F)(F)F)c2)nc2c1c(C)nn2C	20%	4%[10 µM]	8%[46 µM]	-10%[9.22 µM]	·	·	·
CCc1ccc(C(=O)NC2CCCCC2)s1	8%	-36%	5%	-5%	6%[38.3 µM]	-1%	13µM*
Cc1ccc2c(c1)N(CC(=O)NC1CCCc3ccccc31)C(=O)CO2 (stereo not given)	4%	-4%	5%	4%	8%[38.3 µM]	6%	-14%
CC(OC(=O)c1cc[n+]([O-])cc1)C(=O)Nc1ccc(Cl)cn1 (stereo not given)	1%	-13%	19%	26%	-11%[38.3 µM]	-1%	-11%
COc1ccc(NC(C)=O)cc1S(=O)(=O)N1CCN(C/C=C/c2ccccc2)CC1	1%	-6%	-2%[46 µM]	-30%	0%	4%	1%
COc1ccc(CCN(Cc2nc(-c3ccccc3)no2)Cc2nc(-c3ccccc3)no2)cc1OC	3%	13%	-4%	?	39%[38.3 µM]	0%	20%
COc1ccc(OC)c(C(=O)CSc2nnc(-c3cccs3)n2C)c1	2%	-13%	11%	23%	2%[38.3 µM]	2%	3%
COc1cc(NC(=O)Cn2nc(C(F)(F)F)c(Br)c2C)cc([N+](=O)[O-])c1	4%	8%[10 µM]	?	-21%	-1%	0%	6%[1.84 µM]
CCOC(=O)Cn1nc(C)n(-c2ccccc2)c1=O	-3%	4%	4%	6%	-2%[38.3 µM]	-1%	9%
CCOc1ccc2nc(NC(=O)c3ccc(S(=O)(=O)N4CCOCC4)cc3)sc2c1	3%	-14%	13%	0%	-9%[38.3 µM]	2%	-44%[inhibitor]
CC1(C)CC(=O)C2=C(C1)NC1=C(C(=O)c3ccccc31)C2c1ccc(Cl)cc1 (stereo not given)	-1%	14%[10 µM]	?	?	6%	-8%	-17%

Structures listed so far that contain a halogen, in the order listed:
SMILES	CBFb RUNX1 block	HTT cytoprotect	LMNA splice mod	HttQ103 aggreg	IMPase Li inh	Luc counter	SMN2 splice up
O=c1cc(N2CCN(c3ccccc3)CC2)[nH]c(=O)n1Cc1ccc(F)cc1	-12%	-30%	-3%	14%	11%[38.3 µM]	-3%	-20%
CCN1CCN(C(=O)Cn2nc(-c3ccc(Cl)cc3)ccc2=O)CC1	2%	-48%[inhibitor]	·	-8%	-1%	-4%	-20%
Cc1ccc(-c2c[nH]c(=S)n2-c2ccccc2F)cc1	-2%	-2%	·	13%	6%	0%	-6%
CCC12CN3CCN(CC(C3)/C1=N\NC(=O)c1ccc(F)cc1)C2	1%	2%	·	-2%	-8%	-8%	-28%
COc1cccc(-c2coc3ccc(Br)cc3c2=O)c1	1%	-44%[inhibitor]	·	·	15%	1%	?
CCN(CC(=O)NCc1ccc(F)cc1)Cc1nc2cc(Cl)ccc2c(=O)[nH]1	?	29%	-2%	17%	28%[38.3 µM]	-2%	-19%
CCOP(=O)(OCC)c1nc(-c2ccc(Cl)cc2Cl)oc1N1CCCCC1	-4%	-3%[10 µM]	13%[46 µM]	-9%	-1%	0%	-4%
Cc1cc(C(F)(F)F)n(-c2nc(C(=O)Nc3ccccc3Oc3ccccc3)cs2)n1	4%	2%	?	8%	-7%[38.3 µM]	1%	?
CC(C)(C)C(=O)Nc1cccc(-c2cc(-c3c(Cl)cccc3Cl)no2)c1	-2%	2%[10 µM]	·	3%[9.22 µM]	·	·	·
Cc1cc(NNC(=O)c2cccc(C(F)(F)F)c2)nc2c1c(C)nn2C	20%	4%[10 µM]	8%[46 µM]	-10%[9.22 µM]	·	·	·
CC(OC(=O)c1cc[n+]([O-])cc1)C(=O)Nc1ccc(Cl)cn1 (stereo not given)	1%	-13%	19%	26%	-11%[38.3 µM]	-1%	-11%
COc1cc(NC(=O)Cn2nc(C(F)(F)F)c(Br)c2C)cc([N+](=O)[O-])c1	4%	8%[10 µM]	?	-21%	-1%	0%	6%[1.84 µM]
CC1(C)CC(=O)C2=C(C1)NC1=C(C(=O)c3ccccc31)C2c1ccc(Cl)cc1 (stereo not given)	-1%	14%[10 µM]	?	?	6%	-8%	-17%
